HRas wt GTP = modulators of GTP binding to human HRas wildtype. P01112. GST-Ras wt beads, Bodipy-FL-GTP binding, flow cytometry; actives lie on both sides. GTP binding activity, % at 10 µM. actives 0.14% (n = 190,000). AID 759;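 active means GTP binding activity at least 20% away from the 100% baseline, either lowered as inhibitor or raised as activator; inconclusive means flagged as likely green fluorescent, judged across all proteins in the well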;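 further: 0% = unlabeled GTP competition control and 100% = no-compound control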
Target sequence (P01112 whole entry, looked up): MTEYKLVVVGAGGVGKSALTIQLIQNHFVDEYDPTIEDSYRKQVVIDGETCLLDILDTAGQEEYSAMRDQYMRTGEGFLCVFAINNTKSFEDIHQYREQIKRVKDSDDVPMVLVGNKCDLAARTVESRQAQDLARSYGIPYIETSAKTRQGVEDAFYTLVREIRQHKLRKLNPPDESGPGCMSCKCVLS
RGS8-Gao = modulates binding of RGS8 to human Galphao | actives 0.34% (n = 220,000) | multiplexed bead flow cytometry; actives lie on both sides | response (percent of control binding), % at 10 µM | P09471; in the data active means response below about 60% or above about 140%; inactive means in between;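 further: Galphao activated as the GDP aluminium fluoride complex binding bead-coupled RGS8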
Target sequence (P09471 whole entry, looked up): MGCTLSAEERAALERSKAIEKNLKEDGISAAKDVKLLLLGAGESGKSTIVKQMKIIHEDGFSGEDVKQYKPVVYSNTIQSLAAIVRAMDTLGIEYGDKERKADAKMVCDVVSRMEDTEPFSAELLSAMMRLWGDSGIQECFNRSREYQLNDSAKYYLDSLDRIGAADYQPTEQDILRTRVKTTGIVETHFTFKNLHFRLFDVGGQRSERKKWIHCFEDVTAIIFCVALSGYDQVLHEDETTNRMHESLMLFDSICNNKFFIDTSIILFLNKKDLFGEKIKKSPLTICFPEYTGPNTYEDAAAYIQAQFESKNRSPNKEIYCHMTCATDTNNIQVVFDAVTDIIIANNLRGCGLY
Mcl1-Bid inh = Mcl-1/Bid interaction inhibition | inhibition, % at 21.7 µM | actives 0.97% (n = 220,000) | TR-FRET Mcl-1/Bid-Dy647 peptide binding, 1536-well | AID 1021;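 active means compounds that cut the binding signal by more than half at the single screening dose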;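 further: His-tagged Mcl-1 with europium anti-His antibody binding Bid BH3 peptide; 0% = Mcl-1 plus peptide wells and 100% = peptide-only wells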
Target sequence (Q07820 whole entry, looked up): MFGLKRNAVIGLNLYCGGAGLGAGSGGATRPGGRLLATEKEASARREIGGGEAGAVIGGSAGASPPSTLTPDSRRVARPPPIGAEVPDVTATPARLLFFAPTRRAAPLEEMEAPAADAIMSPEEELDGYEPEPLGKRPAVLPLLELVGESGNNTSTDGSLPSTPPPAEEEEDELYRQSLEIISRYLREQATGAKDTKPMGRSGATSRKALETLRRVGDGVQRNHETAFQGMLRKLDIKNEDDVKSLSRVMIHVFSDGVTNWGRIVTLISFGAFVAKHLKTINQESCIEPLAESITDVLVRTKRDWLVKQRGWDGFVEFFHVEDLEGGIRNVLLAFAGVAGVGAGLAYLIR
Rab2 wt GTP = changes GTP binding to wildtype dog Rab2A, up or down | P61105 | AID 760 | GTP binding activity, % at 10 µM | GST-Rab2 wt beads, Bodipy-GTP binding, flow cytometry | actives 0.19% (n = 190,000);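 active means GTP binding activity at least 20 points away from 100%, either lowered or raised; inconclusive means signal likely due to the compound's own green fluorescence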;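 further: 0% = beads with excess unlabeled GTP and 100% = no-compound control corrected for plate trend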
Cdc42 wt = changes GTP binding to wildtype human Cdc42; GST-Cdc42 beads, Bodipy-GTP binding, flow cytometry; actives lie on both sides; percent activity (GTP binding), % at 10 µM; actives 0.2% (n = 190,000); AID 761;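 active means percent activity GTP binding at least 20 points away from the 100% baseline, either down as inhibitor or up as activator; inconclusive means compound flagged as likely green fluorescent from well-wide comparison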;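 further: median bead fluorescence of bound Bodipy-FL-GTP at 100 nM; 0% = excess unlabeled GTP control and 100% = no compound control; below 100% means less GTP binding so inhibitor and above means activator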
Mcl1-Noxa inh = disrupts binding of human Mcl-1 to Noxa peptide. TR-FRET Mcl-1/Noxa peptide binding, 2 h. inhibition, % at 21.7 µM. actives 1.5% (n = 220,000). AID 1022;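 active means compounds that cut the protein-peptide binding signal by more than 50% relative to plate controls in a single-dose test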;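 further: His-tagged Mcl-1 with rhodamine Noxa BH3 peptide and terbium anti-His antibody; 0% = Mcl-1 plus Noxa peptide wells and 100% = peptide-only wells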
Rab7 wt GTP bind = dog Rab7 wildtype GTP binding, inhibitors and activators; GST-Rab7 beads, fluorescent GTP binding, flow cytometry; actives lie on both sides; untreated = 100%, excess cold GTP = 0%; GTP binding activity (percent of control), % at 10 µM; actives 0.055% (n = 190,000);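 active means fluorescent GTP binding to Rab7 beads changed by at least 20 points from the 100% baseline, either direction, mostly lower; inconclusive means compound itself probably fluorescent, or too few beads counted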;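 further: median green fluorescence of bound Bodipy-FL-GTP per Rab7 bead population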
Rac1 wt GTP bind = alters GTP binding to wildtype human Rac1; GTP binding activity (% of control), % at 10 µM; GST-Rac1 beads, fluorescent GTP binding, flow cytometry; actives lie on both sides; 0 = cold GTP competed, 100 = untreated; actives 0.27% (n = 190,000);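 active means GTP binding activity at least 20 points away from the 100% control level, either lower or higher; inconclusive means compound flagged as likely green fluorescent, judged across all proteins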
Rac1 act GTP bind = human Rac1 activated mutant GTP binding change. P63000. GST-Rac1 activated beads, fluorescent GTP binding, flow cytometry; actives lie on both sides; 100% means binding = to untreated wells. percent activity (GTP binding), % at 10 µM. actives 0.11% (n = 190,000). AID 764;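 active means GTP binding at least 20 percentage points away from the 100% baseline, in either direction, so actives lie on both sides; inconclusive means Compound likely fluorescent itself, or too few beads counted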
Bim-Mcl-1 = inhibitors of Bim-Mcl-1 interaction, human. actives 0.1% (n = 190,000). inhibition, % at 10 µM. Bead-based flow cytometry, Bim peptide-Mcl-1 binding. Q07820; in the data active means inhibition above about 40%;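 further: 0% = no compound tracer wells and 100% = peptide blocker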
Pf gametocyte = P. falciparum stage V gametocyte viability inhibition; P. falciparum stage V gametocytes, ATP luminescence, 24 h; inhibition, % at 10.9 µM; actives 0.065% (n = 150,000);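 active means inhibition above the mean plus 3 SD of compounds within the control limits, set per campaign, cut at about 38% in these data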;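 further: 0% = DMSO wells and 100% = medium only without gametocytes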
The depositor's hits bear a star; ? = inconclusive; . = no result given.

#1 C=CCn1c(=N)n(CC(O)COc2ccccc2OC)c2ccccc21 (stereo not given)
#2 CCCCC(=O)Nc1sc2c(c1C#N)CC(C)(C)OC2
#3 Cc1ccc(NC(=O)CSc2nc3ccccc3c(=O)n2CCCN2CCCCC2)cc1C
#4 CC(C)(C)n1[nH]c2c3c(ccc2c1=O)C(=O)c1ccccc1C3=O
#5 CCCCNC(=O)CSc1nc2ccccc2c(=O)n1Cc1ccc2c(c1)OCO2
#6 COC(=O)CN1C(=O)N/C(=C/c2ccc(OC)cc2)C1=O
#7 O=C(CN1CCOCC1)NCC12CC3CC(CC(C3)C1)C2
#8 O=S(=O)(Nc1ncccn1)c1ccc(Nc2ncnc3ccccc23)cc1
screen / no.,1,2,3,4,5,6,7,8
HRas wt GTP,103,101,92,101,100,97,101,99
RGS8-Gao,128,110,104,101,103,104,99,96
Mcl1-Bid inh,6,-11,-14,-18,-3,-37,2,-18
Rab2 wt GTP,104,98,93,101,96,99,101,98
Cdc42 wt,105,103,92,103,102,95,100,100
Mcl1-Noxa inh,5,8,3,37,5,29,-8,21
Rab7 wt GTP bind,102,104,92,99,93,101,98,98
Rac1 wt GTP bind,103,107,93,106,97,98,107,108
Rac1 act GTP bind,101,100,92,103,97,96,100,98
Bim-Mcl-1,1,-2,-4,0,-2,-7,-2,-1
Pf gametocyte,.,-12,-21,8,16,-13,-33,.

Reprinted from the part before: three entries, then new ones.
#6 COC(=O)CN1C(=O)N/C(=C/c2ccc(OC)cc2)C1=O
#7 O=C(CN1CCOCC1)NCC12CC3CC(CC(C3)C1)C2
#8 O=S(=O)(Nc1ncccn1)c1ccc(Nc2ncnc3ccccc23)cc1
#9 CC(C)Oc1ccc(C(=O)NCc2ccco2)cc1
#10 CCOC(=O)N1CCN(c2c(NCCOC)c(=O)c2=O)CC1
#11 Cc1nc2cncc(Br)c2n1C
#12 COc1ccc(OC)c(S(=O)(=O)Nc2ccc(F)cc2)c1
#13 Cc1cccc(-n2cc(-c3ccc([N+](=O)[O-])cc3)[nH]c2=S)c1
#14 CCOC(=O)Cn1cncc1-c1ccc([N+](=O)[O-])cc1
#15 CC(C)N(Cc1ccccc1)C(=S)Nc1cccnc1
#16 CC(C)NS(=O)(=O)c1ccc(OCC(=O)Nc2ccc3c(c2)OCO3)cc1
screen / no.,6,7,8,9,10,11,12,13,14,15,16
HRas wt GTP,97,101,99,100,98,103,100,100,104,101,95
RGS8-Gao,104,99,96,100,101,102,104,98,68,99,39*
Mcl1-Bid inh,-37,2,-18,-29,-14,-5,-8,34,-16,-11,-20
Rab2 wt GTP,99,101,98,100,100,102,100,99,102,98,97
Cdc42 wt,95,100,100,101,101,104,100,105,105,103,96
Mcl1-Noxa inh,29,-8,21,11,-4,-4,1,52*,-1,10,5
Rab7 wt GTP bind,101,98,98,100,100,101,103,101,104,108,95
Rac1 wt GTP bind,98,107,108,104,99,107,99,105,105,101,95
Rac1 act GTP bind,96,100,98,101,96,100,95,100,103,98,96
Bim-Mcl-1,-7,-2,-1,0,0,-1,-1,-6,-3,0,0
Pf gametocyte,-13,-33,.,19,.,-7,.,-26,-7,-52,-34

#17 O=C(NC1CCCCCCC1)C1CCN(S(=O)(=O)N2CCCC2)CC1
#18 Cc1c(Cl)cccc1N1C(=O)c2ccccc2C1=O
#19 CC(C)(CO)C(O)C(=O)NCCC#N (stereo not given)
#20 Cc1ccc(N2C(=O)Nc3ccc(Br)cc3C2(O)C(=O)NCCCN(C)C)cc1C (stereo not given)
#21 COc1ccc(CNC(=O)COC(=O)CCC2CCCCC2)cc1
#22 Cc1ccc(NC(=S)N2CCN(C)CC2)c(C)c1
#23 CCOC(=O)C1=NNC2C(=O)N(C3CCCCC3)C(=O)C12 (stereo not given)
#24 CC(NS(=O)(=O)/C=C/c1ccccc1)C(=O)NCCc1ccc(S(N)(=O)=O)cc1 (stereo not given)
screen / no.,17,18,19,20,21,22,23,24
HRas wt GTP,97,102,96,100,96,100,104,95
RGS8-Gao,59*,105,110,100,98,115,98,102
Mcl1-Bid inh,-28,0,0,-19,-11,-22,-20,-13
Rab2 wt GTP,97,102,97,99,94,101,106,98
Cdc42 wt,101,104,95,103,95,102,103,100
Mcl1-Noxa inh,7,28,-10,0,-69,-5,-7,-7
Rab7 wt GTP bind,96,101,94,99,95,99,105,93
Rac1 wt GTP bind,96,107,97,106,96,106,107,97
Rac1 act GTP bind,97,103,95,100,92,102,100,95
Bim-Mcl-1,-2,0,4,0,-3,-3,-2,-3
Pf gametocyte,.,-15,.,2,.,-7,-47,10

Individual results from the entries so far:
In Rab2 wt GTP, compound 19 has the entry 97
In HRas wt GTP, compound 11 has the entry 103
In Pf gametocyte, compound 7 has the entry -33
In Cdc42 wt, compound 18 has the entry 104
In Rac1 act GTP bind, compound 21 has the entry 92
In Mcl1-Noxa inh, compound 23 has the entry -7

By substructure: the entries above containing an NH in an aromatic ring.
#4 CC(C)(C)n1[nH]c2c3c(ccc2c1=O)C(=O)c1ccccc1C3=O
#13 Cc1cccc(-n2cc(-c3ccc([N+](=O)[O-])cc3)[nH]c2=S)c1
screen / no.,4,13
HRas wt GTP,101,100
RGS8-Gao,101,98
Mcl1-Bid inh,-18,34
Rab2 wt GTP,101,99
Cdc42 wt,103,105
Mcl1-Noxa inh,37,52*
Rab7 wt GTP bind,99,101
Rac1 wt GTP bind,106,105
Rac1 act GTP bind,103,100
Bim-Mcl-1,0,-6
Pf gametocyte,8,-26

The list goes on:
#25 COc1cccc(/C=C/C(=O)N2CCN(c3n[nH]c(=O)[nH]c3=O)CC2)c1OC
#26 Cc1cccc(N2C(=O)CS/C2=N\NC(=O)c2cccnc2)c1C
#27 Cn1c(=O)c2[nH]c(NCCCN3CCOCC3)nc2n(C)c1=O
#28 CCOC(=O)c1ccc(NC(=O)C2(c3ccc(Cl)cc3)CCCC2)cc1
#29 COCCNc1nc2nonc2nc1NC(C)c1ccccc1Cl (stereo not given)
#30 CC(=O)Nc1cc(C(=O)N2CCc3ccccc3C2)ccc1Sc1ccc(F)cc1
#31 Brc1cc2c(cc1/C=N/Nc1nc(N3CCOCC3)nc(N3CCOCC3)n1)OCO2
#32 N#Cc1ccc(COC(=O)c2ccccn2)cc1
screen / no.,25,26,27,28,29,30,31,32
HRas wt GTP,99,98,106,100,94,103,102,96
RGS8-Gao,102,95,102,116,83,99,103,101
Mcl1-Bid inh,2,-26,-99,-9,-3,-9,-38,-14
Rab2 wt GTP,98,99,102,96,94,100,103,96
Cdc42 wt,100,95,109,99,98,100,104,97
Mcl1-Noxa inh,12,-6,2,3,6,4,-10,7
Rab7 wt GTP bind,104,103,100,96,95,103,101,97
Rac1 wt GTP bind,100,99,114,100,95,104,107,96
Rac1 act GTP bind,96,95,105,94,94,101,102,96
Bim-Mcl-1,0,-2,-1,-4,0,0,-7,0
Pf gametocyte,-13,-5,-11,.,-4,-9,23,.

#33 CCSc1cc(N2CCOCC2)nc(-c2ccccc2)n1
#34 CC(=O)c1ccc(Oc2nc3c(c(=O)n(C)c(=O)n3C)n2C)cc1
#35 O=C1N/C(=N\N=C\c2cccs2)SC1Cc1ccc(Cl)cc1Cl (stereo not given)
#36 Cc1cc(NC(=O)CSc2c(C)[nH]c3ccccc23)no1
#37 Nc1n[nH]c(N)c1N=Nc1ccc(F)cc1
#38 COc1ccccc1CNC(=O)C(=O)NCC1CCCO1 (stereo not given)
#39 Cn1c(C(=O)N2CCCCCC2)cc2c(=O)n(C)c3ccccc3c21
#40 Oc1ccc(/C=N/Nc2nc(N3CCCCCC3)nc(N3CCCCCC3)n2)c(O)c1
screen / no.,33,34,35,36,37,38,39,40
HRas wt GTP,102,93,93,103,91,104,101,?
RGS8-Gao,99,103,101,98,100,102,98,104
Mcl1-Bid inh,-24,-28,-2,-28,-28,-8,-20,-27
Rab2 wt GTP,98,94,90,101,92,102,99,?
Cdc42 wt,99,92,97,100,92,105,102,?
Mcl1-Noxa inh,12,16,4,-17,27,13,-9,0
Rab7 wt GTP bind,103,91,95,103,94,99,102,?
Rac1 wt GTP bind,104,97,93,107,94,108,104,?
Rac1 act GTP bind,99,93,92,99,91,101,100,?
Bim-Mcl-1,-30,-3,-2,0,0,-3,1,-1
Pf gametocyte,-12,-5,17,.,-10,.,.,15

#41 CC1Cc2ccccc2N1C(=O)CSc1nnnn1Cc1ccccc1 (stereo not given)
#42 O=C(Cn1nnc2c(sc3nc4c(c(-c5ccccc5)c32)CCC4)c1=O)c1ccccc1
#43 COc1ccc2oc(=N)c(C(=O)Nc3ccccc3)cc2c1
#44 COc1ccc(OC)c(N2C(=O)C(Cl)=C(N3CCCCC3)C2=O)c1
#45 Cc1csc(NC(=O)CCc2nc3ccccc3s2)n1
#46 Cc1cc(C)nc(SCC(=O)Nc2nc(-c3ccccc3)c(-c3ccccc3)o2)n1
screen / no.,41,42,43,44,45,46
HRas wt GTP,102,102,98,100,98,96
RGS8-Gao,99,98,99,99,105,99
Mcl1-Bid inh,-12,2,-4,-54,-11,-6
Rab2 wt GTP,99,102,94,102,98,94
Cdc42 wt,106,102,97,97,102,98
Mcl1-Noxa inh,-8,2,-3,32,40,-15
Rab7 wt GTP bind,101,101,95,103,94,96
Rac1 wt GTP bind,108,102,99,98,107,100
Rac1 act GTP bind,98,98,97,97,99,95
Bim-Mcl-1,-3,-2,-6,0,-5,-9
Pf gametocyte,.,.,-20,17,.,10
